Tau fibril ThT = qHTS for Inhibitors of Tau Fibril Formation, Thioflavin T Binding; Microtubule-associated protein tau (Homo sapiens), P10636; recombinant tau K18 P301L, heparin-induced fibrillization, ThT fluorescence; Potency, µM (series often up to 57.4 µM), for inactives: at the top dose activity, negative = inhibition, hits mostly inhibitors; 270,000 compounds, 2.1% hits; AID 1460, 2008; also: % is scaled to controls: 0 for no effect and ±100 for the full control effect; nearly all actives have a fitted effect of over 55% in size
Target sequence (P10636 561-689 P618L limits assumed): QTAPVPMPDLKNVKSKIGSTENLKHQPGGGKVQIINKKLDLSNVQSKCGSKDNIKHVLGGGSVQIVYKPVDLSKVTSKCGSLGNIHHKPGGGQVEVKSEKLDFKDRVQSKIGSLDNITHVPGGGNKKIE
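Recombinant human tau K18 fragment […] carrying P301L, 15 uM unlabeled plus 0.24 uM Alexa 594-labeled, was fibrillized with 20 uM heparin in 100 mM sodium acetate pH 7 for 6 hr at 37 C; 30 uM ThT fluorescence read after 1 hr.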
GAA spleen mod = qHTS Assay for Inhibitors and Activators of Human alpha-Glucosidase From Spleen Homogenate; Potency, µM (highest dose often 79.9 µM), for inactives: at the top dose activity change, negative = inhibition, most hits filed as inhibitors; 240,000 compounds, 0.006% hits; Lysosomal alpha-glucosidase (Homo sapiens), P10253; AID 2112, 2009; human spleen homogenate, 4-MU-alpha-glucoside fluorescence;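 also: 0% = enzyme with vehicle and -100% = no enzyme basal signal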
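Compounds were titrated against alpha-glucosidase in spleen homogenate at pH 5.0, with 1 mM 4-methylumbelliferyl substrate for 40 min at 37 C. Reactions were quenched with pH 10 NaOH/glycine and fluorescence measured.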
GAA glycogen = qHTS Assay for Inhibitors and Activators of Human alpha-Glucosidase Cleavage of Glycogen | Lysosomal alpha-glucosidase (Homo sapiens), P10253 | recombinant GAA, glycogen substrate, Amplex Red glucose oxidase fluorescence | Potency, µM (doses to about 76.4 µM), inactives show at the top dose activity change, negative = inhibition, hits mostly inhibitors | 300,000 compounds, 0.38% hits | AID 2100, 2009;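 also: 0% = full enzyme reaction and -100% = no-enzyme basal signal; the screen sought inhibitors and activators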
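qHTS, 1536-well; enzyme 4 nM final; cpd up to 77 uM; substrate bovine liver glycogen 30 ug; 50 mM citrate/phosphate pH 5.0, 0.01% Tween-20; 37 C, 40 min; Amplex Red detection 45 min RT; Hill fit → AC50.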
Tau FP inhib = qHTS for Inhibitors of Tau Fibril Formation, Fluorescence Polarization. Microtubule-associated protein tau (Homo sapiens), P10636. K18 P301L tau heparin fibrillization, Alexa594 FP, 6 h. 280,000 compounds, 0.39% hits. Potency, µM (titrated, usually from 57.7 µM), for the others: at the highest dose activity, negative = inhibition, actives largely listed as inhibitors; also: % is scaled to controls: 0 for no effect and ±100 for the full control effect; nearly all actives have a fitted effect of over 55% in size
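FP of Alexa 594-tau after heparin (20 uM) induction. Substrate: human K18 P301L, 15 uM unlabeled, 0.24 uM labeled. Buffer 100 mM sodium acetate pH 7. 6 hr, 37 C.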
GLA spleen mod = qHTS Assay for Inhibitors and Activators of Human alpha-Galactosidase From Spleen Homogenate; human spleen homogenate, 4MU-alpha-Gal fluorescence, 40 min; Alpha-galactosidase A (Homo sapiens), P06280; 240,000 compounds, 0.008% hits; Potency, µM (doses to about 80 µM), for the others: at the highest dose activity change, negative = inhibition, most hits filed as inhibitors;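 also: 0% = enzyme with vehicle and -100% = no enzyme basal signal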
Target sequence (P06280 32-429 limits assumed): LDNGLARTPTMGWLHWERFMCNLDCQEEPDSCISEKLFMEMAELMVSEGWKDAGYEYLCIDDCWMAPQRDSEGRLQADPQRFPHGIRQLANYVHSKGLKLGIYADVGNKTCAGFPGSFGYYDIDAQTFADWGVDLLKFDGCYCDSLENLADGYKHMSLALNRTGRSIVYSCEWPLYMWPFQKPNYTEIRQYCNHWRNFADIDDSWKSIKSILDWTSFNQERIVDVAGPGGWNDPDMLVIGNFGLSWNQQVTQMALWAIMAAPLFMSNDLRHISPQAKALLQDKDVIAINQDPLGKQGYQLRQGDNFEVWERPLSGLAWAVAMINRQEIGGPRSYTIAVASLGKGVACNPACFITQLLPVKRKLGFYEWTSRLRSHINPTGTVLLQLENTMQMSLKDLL
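Human spleen homogenate (1 ug) as enzyme source, 4-methylumbelliferyl-alpha-D-galactopyranoside 1 mM final, citrate/phosphate pH 5.0 with 0.01% Tween-20. Compounds 40 min at 37C, NaOH/glycine stop; fluorescence Ex 365/Em 440, Hill-fit AC50.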
HTT ATP protect = qHTS Multiplex Assay to Identify Dual Action Probes in a Cell Model of Huntington: Cytoprotection (ATP) | 230,000 compounds, 0.14% hits | PC12 HTT-Q103 induced, cytoprotection, ATP luminescence, 40 h | AID 1471, 2008 | Potency, µM (titrated, usually from 56.4 µM), inactives show cytoprotection (ATP increase), usual class: activators;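 also: % of control where 0% means no effect; nearly all actives have a fitted effect of over 45% in size; toxic huntingtin expression switched on by the ecdysone agonist tebufenozide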
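Cells were plated at 1500 per well in phenol red-free DMEM with 5% equine and 5% calf serum. Tebufenozide (100 nM final) and compounds were added, then ATPlite reagent, and luminescence was read.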
GAA inhib = qHTS Assay for Inhibitors of Human alpha-Glucosidase as a Potential Chaperone Treatment of Pompe Disease; purified human GAA, 4-MU-alpha-glucoside fluorescence; Potency, µM (top dose mostly 76.9 µM), for the others: at the top dose activity change, negative = inhibition, usual class: inhibitors; 200,000 compounds, 0.005% hits;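 also: plate controls were uninhibited enzyme wells for no effect and no-enzyme background for full effect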
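Compounds are titrated up to 77 uM against 4 nM human enzyme. Substrate 4-methylumbelliferyl-alpha-D-pyranoside (400 uM) reacts 20 min at room temperature in pH 5.0 buffer; liberated 4-methylumbelliferone is read at 440 nm.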
Tau fluor cs = Counterscreen qHTS for Inhibitors of Tau Fibril Formation, Fluorescence Polarization. tau K18 P301L Alexa594 fluorescence, heparin fibrillization. Potency, µM (highest dose often 57.7 µM), for inactives: at the top dose activity change, negative = decrease. 280,000 compounds, 0.93% hits. AID 1463, 2008; also: % is scaled to controls: 0 for no effect and ±100 for the full control effect; nearly all actives have a fitted effect of over 55% in size
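Human tau K18 P301L (15 uM unlabeled, 0.24 uM Alexa 594-labeled) in 100 mM sodium acetate pH 7 with 20 uM heparin, 6 hr at 37 C. ThT 30 uM added, 1 hr ambient; Alexa 594 FP and total fluorescence read at 555/632 nm.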
* marks the source's active call; other numbers are inactive results; ? = inconclusive; · = not tested or not shown; [ ] = dose if it differs, or a comment. Calls follow the shape of the dose curve; as a rule, active = well fitted curve in the direction sought with a large enough effect; inconclusive = small, poorly fitted or top-dose-only effect, or another doubt; inactive = no such curve, though single readings can be large; an effect the other way counts as inactive or inconclusive. Potency is read from the fitted curve at half-maximal effect. Compounds were not picked by outcome; 3.3% or so of the library scored in one or more.

SMILES | Tau fibril ThT | GAA spleen mod | GAA glycogen | Tau FP inhib | GLA spleen mod | HTT ATP protect | GAA inhib | Tau fluor cs
Cc1cc(N2CCN(c3ccccc3Cl)CC2)n2cc(-c3ccccc3)nc2n1 | ? | -14% | -9% | -4% | -1% | 4%[10 µM] | 0% | -4%
CC(NC(=O)Cn1cnc2c1c(=O)n(C)c(=O)n2C)c1ccccc1 (stereo unspecified) | -3% | -6% | -11% | 3% | -2% | 26% | 1% | -2%
CCc1nn(CC(=O)N2CCN(c3cccc(Cl)c3)CC2)c(=O)c2cc3sccc3n12 | 13% | · | 16%[76.3 µM] | 4% | · | · | · | 15%
CCOc1cc(C#N)c(NC(=O)c2ccnn2C)cc1OCC | -2% | -10% | 7% | 6% | -1% | -12% | 4% | 3%
CCOC(=O)C1CCN(Cc2cn(C)nc2-c2ccc(Oc3ccccc3)cc2)CC1 | -10% | 1% | -10% | -4% | 8% | 10% | -9% | -7%
COc1ccccc1CNC(=O)c1ccc(OC(C)C)cc1 | -3% | 6% | -10% | 2% | -3% | · | 4% | -2%
O=C(O)c1ccc(N2C(=O)Nc3ccccc3N2O)cc1 | -2% | 3% | -4% | 4% | -20% | -18% | 5% | 3%
CCn1c(SCc2nc(-c3ccccc3)no2)nnc1-c1ccco1 | -11% | -3% | 4% | -5% | 2% | -12%[10 µM] | 3% | -8%
Cc1cc2n(n1)C(c1ccccc1Cl)Nc1ccccc1-2 (stereo unspecified) | -15% | 3% | ? | 8% | 9% | -9% | -7% | -22%
CCCCOc1cccc(C(=O)N(Cc2sccc2C)C2CCS(=O)(=O)C2)c1 (stereo unspecified) | -9% | · | -7%[76.3 µM] | 5% | · | · | · | -15%
O=C(OCc1cc(Cl)ccc1OC(F)F)c1cc(S(=O)(=O)O)ccc1O | -7% | 2% | 1% | -3% | 6% | 8% | -8% | 3%
CC(C)Cn1c(SCc2nnc(-c3cccs3)o2)nc(O)cc1=O | -5% | -4% | -12% | -14% | 3% | -3%[10 µM] | 3% | -2%
O=C(Nc1nc2ccc(Cl)cc2s1)[C@@H]1CCCN1C(=O)c1cccs1 | 0% | 2% | -9% | -1% | -2% | 16%[10 µM] | -5% | -10%
CN1CCN(c2cc3c(c4c2[nH]c2ccccc24)C(=O)CC(C)(C)C3)CC1 | ? | -7% | 28% | ? | 14% | -155%[inhibitor] | 2% | 14µM*[quencher]
COc1ccccc1NC(CC(=O)c1ccccc1)C(=O)OCC(=O)c1ccc(C)c(C)c1 (stereo unspecified) | -12% | -4% | 7% | 16% | -3% | -4%[10 µM] | 0% | -3%
Nc1ccc(CN2CCCCCC2)cc1 | -18% | 0% | 6% | 4% | 4% | -3%[10 µM] | 3% | -9%
CCCN1CNC(=S)N(c2cc(C)ccc2C)C1 | -1% | 5% | 5% | 0% | 8% | -6%[10 µM] | 0% | -1%
O=C(CCC1CCCN(C(=O)c2ccc3c(c2)OCCO3)C1)NCc1ccccc1F (stereo unspecified) | -11% | -6% | 4% | -2% | -2% | -20% | 5% | -7%
CCCn1c(-c2ccc(F)cc2)nc2c(NCCN(CC)CC)nc(C)nc21 | 3% | -1% | · | -3% | 3% | -5% | · | -5%
COc1ccc(-c2nc3c(c4nnc(SC(C)C(=O)Nc5ccc(C)cc5)n24)COC(C)(C)C3)cc1 (stereo unspecified) | -2% | -3% | 9% | 2% | -2% | 14%[10 µM] | 5% | -17%
Nc1nc(SCc2ccc(F)cc2)ns1 | -1% | · | 2% | 9% | 1% | -63%[inhibitor] | -10% | 4%
CC(=O)Nc1cc(-n2cnnn2)ccc1C | -15% | 5% | -6% | 6% | 4% | 5%[10 µM] | ? | -16%
CC1CCCCN1CCCNC(=O)Cn1ncc2c3ccccc3n(C)c2c1=O (stereo unspecified) | 3% | · | -2%[76.3 µM] | 0% | · | · | · | -4%
CC(=O)Nc1ccc(SC[C@H](Cc2ccccc2)N2CCN(CC(C)C)CCC2=O)cc1 | -6% | -8% | 7% | -11% | -2% | 7%[10 µM] | · | -10%
CCn1c(CSCc2ccccc2)n[nH]c1=S | 4% | -3% | 5% | -5% | -3% | 19% | -1% | 1%
O=C(O)c1cc(C(=O)C2CCCCC2)c[nH]1 | -2% | 4% | 2% | 0% | -1% | -3% | -3% | 3%
Cc1cc(C(=O)CC#N)c(C)n1-c1ccc(OC(F)F)cc1 | -10% | 4% | -6% | 3% | 5% | 2%[10 µM] | -5% | -5%
O=C(CN1C(=O)COc2ccc(S(=O)(=O)N3CCCCCC3)cc21)N1CCN(c2ccccc2F)CC1 | -8% | · | 7%[76.3 µM] | -7% | · | · | · | -3%
O=C(/C=C/c1ccc(-c2ccccc2[N+](=O)[O-])o1)c1ccco1 | 18µM* | -18% | -4% | 9% | 1% | 17% | -9% | ?
Cc1ccc(NC(=O)COC(=O)C2CC(=O)N(Cc3ccccc3)C2)cc1S(=O)(=O)N(C)C (stereo unspecified) | 8% | -1% | 7% | -10% | 1% | -33%[inhibitor] | 6% | -2%
COCC(=O)NC(C)c1nc2ccccc2[nH]1 (stereo unspecified) | -12% | -16% | 0% | -2% | -8% | 8%[1.9 µM] | -5% | 4%
OC(CNCc1ccc(Cl)cc1)C(F)(F)F (stereo unspecified) | 6% | 1% | 1% | 3% | 4% | -4% | ? | 10%
O=C(Nc1ccc2nc(SCCOc3ccccc3Cl)sc2c1)c1ccc2c(c1)OCO2 | ? | · | -6%[76.3 µM] | ? | · | · | · | ?
CC1C2NC(=O)N(Cc3ccccc3)C1(C)Oc1ccccc12 (stereo unspecified) | 0% | -18% | 3% | -1% | -17% | 11% | -2% | -2%
Cc1c(C(=O)N/N=C/C(C)C)[nH]c2ccc([N+](=O)[O-])cc12 | ? | -4% | ? | 5% | -13% | 0%[1.9 µM] | 1% | -11%
CC(C)[C@H](NC(=O)c1ccccc1)C(=O)OCC(=O)/C=C1/N(C)c2ccccc2C1(C)C | -6% | -2% | -3% | 15% | 6% | 11%[10 µM] | ? | 4%
COc1ccc(CNC(=O)c2ccc(CN3CCOCC3)cc2)cc1 | 5% | -2% | 6% | 3% | 4% | 3% | -11% | 5%
CNC(=O)C1CC(=O)N(c2ccc(F)c(Cl)c2)C1 (stereo unspecified) | -7% | -7% | 10% | -5% | -1% | -5% | 3% | 0%
Cc1cccc(NC(=O)c2cc3ccccc3nc2C)c1 | 1% | 3% | 0% | 1% | 2% | -22% | 4% | 0%
CCOC(=O)C1CCCN(C(=O)c2ccc(CS(=O)(=O)c3ccc(C)cc3)o2)C1 (stereo unspecified) | -21% | -12% | 1% | ? | -11% | -5% | -6% | -11%
Cc1c(Cl)cccc1NS(=O)(=O)c1ccc2[nH]cc(C(=O)NC3CCCC3)c(=O)c2c1 | 11% | · | 8%[76.3 µM] | 14µM* | · | · | · | ?
Cc1cc(/C([O-])=C(/C(=S)Nc2ccc(F)cc2)[n+]2ccccc2)c(C)n1Cc1ccccc1Cl | ? | -3% | -10% | -5% | 5% | -6% | 10% | -15%

Ordered by the number under GLA spleen mod (highest first): 3 from the list above
Structure | GLA spleen mod
COc1ccc(CNC(=O)c2ccc(CN3CCOCC3)cc2)cc1 | 4%
Nc1nc(SCc2ccc(F)cc2)ns1 | 1%
CNC(=O)C1CC(=O)N(c2ccc(F)c(Cl)c2)C1 (stereo unspecified) | -1%

Quoted at random: 4 entries already listed, in no set order.
SMILES | Tau fibril ThT | GAA spleen mod | GAA glycogen | Tau FP inhib | GLA spleen mod | HTT ATP protect | GAA inhib | Tau fluor cs
CC(=O)Nc1ccc(SC[C@H](Cc2ccccc2)N2CCN(CC(C)C)CCC2=O)cc1 | -6% | -8% | 7% | -11% | -2% | 7%[10 µM] | · | -10%
O=C(CCC1CCCN(C(=O)c2ccc3c(c2)OCCO3)C1)NCc1ccccc1F (stereo unspecified) | -11% | -6% | 4% | -2% | -2% | -20% | 5% | -7%
CCn1c(SCc2nc(-c3ccccc3)no2)nnc1-c1ccco1 | -11% | -3% | 4% | -5% | 2% | -12%[10 µM] | 3% | -8%
Cc1c(C(=O)N/N=C/C(C)C)[nH]c2ccc([N+](=O)[O-])cc12 | ? | -4% | ? | 5% | -13% | 0%[1.9 µM] | 1% | -11%

Record cards (already shown). Values in the order: Tau fibril ThT	GAA spleen mod	GAA glycogen	Tau FP inhib	GLA spleen mod	HTT ATP protect	GAA inhib	Tau fluor cs
Profile of O=C(O)c1cc(C(=O)C2CCCCC2)c[nH]1 = -2%	4%	2%	0%	-1%	-3%	-3%	3%
Profile of O=C(CN1C(=O)COc2ccc(S(=O)(=O)N3CCCCCC3)cc21)N1CCN(c2ccccc2F)CC1 = -8%	·	7%[76.3 µM]	-7%	·	·	·	-3%

Source: PubChem (National Center for Advancing Translational Sciences (NCATS))
